Akt phos inh = HTS Assay for Inhibitors of Akt Phophorylation: Primary Screen | 360,000 compounds, 0.32% hits | activity change, % for hits at 50 µM | Neuro2A IGF-stimulated pAkt S473 HTRF, 20 min; active compounds read low; in the data active = activity change below about -80%; inconclusive = mostly about -51% to -80%; also: % is scaled to controls: 0 for no effect and ±100 for the full control effect
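Neuro2A cells (4,500/well, DMEM with 0.5% FBS) were treated with compound at a single 50 µM final concentration, stimulated with 6 nM IGF for 20 min at 37 °C, and lysed. Phospho-Akt Ser473 was read by HTRF as 665/615 ratio ×10^4.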
TDP43 rescue = qHTS of TDP-43 Inhibitors; AID 652104, 2013; TDP-43 expressing yeast growth rescue, BacTiter-Glo, 24 h; 410,000 compounds, 1.8% hits; Potency, µM (series often up to 46.1 µM), inactives show at the highest dose growth rescue (activation), usual class: activators; also: potency is read from the fitted curve at half-maximal effect; % of control where 0% means no effect; nearly all actives have a fitted effect of over 50% in size
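Galactose-induced TDP-43 yeast, OD600=0.02, compound pinned; 24 hr, 30 deg C; BacTiter-Glo luminescence for growth. Inhibitors of TDP-43 toxicity read as activators.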
aSyn rescue = qHTS of alpha-syn Inhibitors; Yeast expressing alpha-synuclein, growth rescue, BacTiter-Glo, 24 h; Potency, µM (doses to about 46.1 µM), without a hit: at the top dose growth rescue (activation), actives largely listed as activators; 370,000 compounds, 0.14% hits; AID 652106, 2013; also: potency is read from the fitted curve at half-maximal effect; % of control where 0% means no effect; nearly all actives have a fitted effect of over 65% in size
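Readout is rescue of growth in alpha-synuclein-expressing yeast, so inhibitors of toxicity appear as activators. Growth after 24 hr at 30 deg C in galactose medium is quantified by luminescence.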
Abeta yeast res = qHTS for compounds that reverse cellular toxicity of Amyloid beta (A-beta) peptide in yeast: Primary Screen; yeast expressing A-beta42, growth rescue, OD600, 48 h; response scale: 0% DMSO, 100% iron-clioquinol control; Potency, µM (highest dose often 46.1 µM), for the others: at the highest dose growth rescue, actives largely listed as activators; 410,000 compounds, 0.063% hits; also: potency is read from the fitted curve at half-maximal effect; nearly all actives have a fitted effect of over 55% in size
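Yeast growth medium received pinned compounds, then yeast cells expressing toxic A-beta were added; plates incubated at 30 C for 48 hr. Growth read as absorbance at 600 nm, normalized to DMSO and equimolar FeCl3 plus clioquinol controls.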
HEK293 tox = qHTS of GLP-1 Receptor Inverse Agonists: Cytotox Screen; HEK293 cAMP-luciferase reporter cells, luminescence, 24 h; Potency, µM (doses to about 38.3 µM), for inactives: at the top dose activity change, negative = inhibition, most hits filed as inhibitors; 410,000 compounds, 0.13% hits; AID 624418, 2012;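 also: loss of luciferase light is scored as toxicity; potency is read from the fitted curve at half-maximal effect; % is scaled to controls: 0 for no effect and ±100 for the full control effect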
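1536-well qHTS counterscreen of the MLSMR; 200 cells/uL, 12 h pre-incubation, 23 nL cpd, 24 h at 37 deg C 5% CO2, luciferase detection reagent, 12 min RT, luminescence. Inhibition = undesired.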
GLP-1R inv ag = qHTS of GLP-1 Receptor Inverse Agonists (Inhibition Mode); Potency, µM (series often up to 38.3 µM), without a hit: at the top dose activity change, negative = inhibition, hits mostly inhibitors; HEK293 GLP-1R CRE-luciferase, luminescence, 24 h; GLP-1R form is constitutively active; 410,000 compounds, 1.6% hits; also: potency is read from the fitted curve at half-maximal effect; % is scaled to controls: 0 for no effect and ±100 for the full control effect; nearly all actives have a fitted effect of over 55% in size
Target sequence (P43220 whole entry, looked up): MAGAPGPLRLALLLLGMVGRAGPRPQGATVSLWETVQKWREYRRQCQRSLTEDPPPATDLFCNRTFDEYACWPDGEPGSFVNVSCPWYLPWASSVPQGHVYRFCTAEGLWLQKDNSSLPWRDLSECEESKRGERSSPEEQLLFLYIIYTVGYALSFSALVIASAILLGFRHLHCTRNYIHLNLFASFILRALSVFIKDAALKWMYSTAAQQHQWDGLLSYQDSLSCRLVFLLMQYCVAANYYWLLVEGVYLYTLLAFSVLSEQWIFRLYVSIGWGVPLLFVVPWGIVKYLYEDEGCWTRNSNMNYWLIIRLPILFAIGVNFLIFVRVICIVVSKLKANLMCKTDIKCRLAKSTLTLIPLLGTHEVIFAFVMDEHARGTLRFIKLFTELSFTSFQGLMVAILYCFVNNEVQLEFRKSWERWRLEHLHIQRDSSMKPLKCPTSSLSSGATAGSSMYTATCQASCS
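Readout was luciferase luminescence, measured 12 min after detection reagent at room temperature. Beforehand, GLP-1R reporter HEK293 cells had sat 12 h, then received compounds for 24 hr at 37 deg C.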
PTHR1 agonist = qHTS for PTHR1 Agonists: Primary Screen; 410,000 compounds, 0.075% hits; AID 743266, 2014; HEK293 GP2 PTHR1 cells, GloSensor cAMP luminescence, 1 h; Potency, µM (titrated, usually from 115 µM), without a hit: at the highest dose activation, actives largely listed as activators; also: potency is read from the fitted curve at half-maximal effect; nearly all actives have a fitted effect of over 55% in size; some results filed as inactive show a strong effect at the top dose; inactives centre near -15; many of its hits are not listed in these tables
Target sequence (Q03431 whole entry, looked up): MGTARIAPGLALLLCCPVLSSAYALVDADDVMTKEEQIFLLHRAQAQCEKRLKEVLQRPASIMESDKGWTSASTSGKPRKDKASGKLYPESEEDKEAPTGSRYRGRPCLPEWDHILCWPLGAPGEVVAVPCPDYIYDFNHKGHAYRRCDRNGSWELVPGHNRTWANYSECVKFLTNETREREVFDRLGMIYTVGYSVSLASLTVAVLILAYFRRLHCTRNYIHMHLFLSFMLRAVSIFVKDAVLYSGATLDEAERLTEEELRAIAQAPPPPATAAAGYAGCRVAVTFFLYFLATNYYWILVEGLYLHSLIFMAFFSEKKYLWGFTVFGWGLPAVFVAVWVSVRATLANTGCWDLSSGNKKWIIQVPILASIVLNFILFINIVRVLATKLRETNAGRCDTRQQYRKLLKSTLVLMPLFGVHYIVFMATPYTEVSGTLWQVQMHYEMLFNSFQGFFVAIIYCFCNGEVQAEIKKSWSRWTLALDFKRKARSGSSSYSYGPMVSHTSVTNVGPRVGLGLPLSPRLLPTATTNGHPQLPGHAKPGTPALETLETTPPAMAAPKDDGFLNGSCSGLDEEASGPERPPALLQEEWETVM
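HEK-293-derived GP2 cells expressing PTHR1 and a GloSensor cAMP reporter, 3,000/well, plated overnight, given luciferin plus IBMX (each 0.5 mM as added) for 1 h at 37 °C, then compound for 1 h at 37 °C. Luminescence was read after 15 min at room temperature.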
FUS suppressor = qHTS for Suppressors of FUS Proteinopathy: Primary screen using FUS-linked yeast assay; 390,000 compounds, 0.24% hits; Potency, µM (top dose mostly 76.6 µM), for the others: at the highest dose growth rescue (activation), usual class: activators; S. cerevisiae FUS-expressing, growth rescue, OD600, 24 h;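 also: potency is read from the fitted curve at half-maximal effect; plate controls were DMSO vehicle for no effect and reference control for full effect; nearly all actives have a fitted effect of over 55% in size; some results filed as inactive show a strong effect at the top dose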
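Galactose (2%) drives FUS expression in yeast precultured in raffinose; seeding density OD 0.005. Test compounds incubated 24hr at 30C and 99% humidity before absorbance at 600 nm was measured.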
MmCpn inh = Inhibitors of TCP-1 ring complex (TRiC) of Methanococcus maripaludis (MmCpn): qHTS. Chaperonin Mm-Cpn (Methanococcus maripaludis). purified Mm-Cpn ATPase, ADP Transcreener TR-FRET. Potency, µM (series often up to 76.9 µM), for the others: at the top dose activity, negative = inhibition, usual class: inhibitors. 330,000 compounds, 0.031% hits. AID 504842, 2011; also: potency is read from the fitted curve at half-maximal effect; % is scaled to controls: 0 for no effect and ±100 for the full control effect; nearly all actives have a fitted effect of over 80% in size
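ATPase turnover read by TR-FRET ADP competition (Eu cryptate antibody/ADP-d2, 665/590 nm): 10uM ATP final, 25nM Mm-CPN final, 30 min 37degC after 10-min compound preincubation, pH 7.4 Tris/KCl/MgCl2/DTT buffer.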
* hit, by the source's call; i = inactive; ? = inconclusive; · = no result given; [ ] = another dose, or the depositor's remark. Unless noted, calls follow the shape of the dose curve; as a rule, active = well fitted curve in the direction sought with a large enough effect; inconclusive = small, poorly fitted or top-dose-only effect, or another doubt; inactive = no such curve, though single readings can be large; an effect the other way counts as inactive or inconclusive.

Values run as follows: Akt phos inh, TDP43 rescue, aSyn rescue, Abeta yeast res, HEK293 tox, GLP-1R inv ag, PTHR1 agonist, FUS suppressor, MmCpn inh
1: COc1ccccc1NC(=O)C(=O)/C=C(\O)c1ccccc1
  i, -6%, -6%, -30%[inhibitor], -6%, 13%, -82%[inhibitor], -2%, 0%
2: CC(=O)Oc1ccc2oc3c(c2c1)C(=O)CCC3
  i, 0%, ?, 18%, -9%, 7%, i, 10%, 0%
3: COc1ccc(NS(=O)(=O)c2cccc(C(=O)NNC(=O)CNC(=O)c3ccccc3Cl)c2)cc1
  i, 27%, 3%, 5%, 1%, 11%, i, ·, ·
4: O=C(NCC(c1cccnc1)N1CCN(Cc2ccccc2)CC1)C(=O)Nc1ccc(Cl)cc1 (configuration not stated)
  ·, 6%, ·, -11%, -7%, -29%, -82%[inhibitor], 1%, ·
5: Cc1cc(NC(=O)CSc2nccn2-c2cccc(C)c2C)no1
  i, 8%, -1%, 11%, 0%, ?, -26%, 0%, -5%
6: Cc1cc(Nc2cccc(C(F)(F)F)c2)nc2ccc(NC(=O)c3ccc(N(C)C)cc3)cc12
  ·, 24%, ·, 22%, -5%, ?, i, 23%, ·
7: CCOC(CCNC(=O)c1cn(-c2cccc(C)n2)cn1)OCC
  i, 5%, -1%, -1%, 12%, 7%, 0%[57.5 µM], -17%, -1%
8: O=C(C1=C[C@H](c2ccc(C(F)(F)F)cc2)C[C@H](OCc2ccc(CO)cc2)O1)N1CCCCCCC1
  i, -3%, 3%, -10%, -8%, ?, i, ?, ·
9: Cn1c(Cc2cccs2)nnc1SCC(=O)Nc1ccc(C(N)=O)cc1
  i, 9%, -5%, -4%, 8%, 3%, -8%, 9%, 2%
10: Cc1cccc(C(=O)N2CCc3cc(-c4csc(NC(=O)CN5CCCC5)n4)ccc32)c1
  i, -5%, 8%, -10%, ?, ?, -42%[inhibitor], 37%, 3%
11: Cc1ccccc1Cn1nnc2c(=O)[nH]c(C3CCCN(C(=O)c4ccc(F)cc4)C3)nc21 (configuration not stated)
  ·, -10%, ·, -8%, -4%, 3%, -25%, 13%, ·
12: CC(C)(CO)NC(=S)NCc1ccco1
  i, -19%[1.82 µM], -2%, 0%, 2%, -1%, -42%[inhibitor], -10%, -1%
13: Cc1cc(Cl)c(S(=O)(=O)Nc2ccc3c(c2)OCCO3)cc1OCC(=O)NC1CCCCC1
  i, 7%, -1%, 6%, 2%, -2%, i, 24%, 1%
14: CC(=O)/C(C#N)=C1\NC(=O)C(Cc2ccc(C)c(C)c2)S1 (configuration not stated)
  i, -6%, 9%, 3%, 22%, ?, -41%, 9%, ?
15: CCOC(=O)c1ccoc1CN1CCN(S(=O)(=O)c2ccc(C)c(C)c2)CC1
  i, 24%, -6%, 10%, 7%, ?, -12%, 11%, 0%
16: O=C(NN=Cc1ccc2c(c1)OCO2)c1ccncc1
  i, ?, -2%, -8%, 10%, 0%, i, -17%, ·
17: CNC(=O)CSc1nc2c(c(=O)n(C)c(=O)n2C)n1Cc1ccc(C)cc1
  i, -22%, 2%, 14%, -1%, 0%, -2%[57.5 µM], 0%, 1%
18: COC(=O)c1ccc(COc2ccc(/C=C(\C#N)c3nc4ccccc4[nH]3)cc2OC)o1
  i, 7%, -7%, -41%[inhibitor], 36%[activator], -21%, -2%, ·, 1%
19: N=c1sccn1CC(=O)Nc1cccc2ccccc12
  i, -2%, 1%, 10%, -14%, -25%, -24%[57.5 µM], 5%, 1%
20: O=C1COc2ccc(C(=O)COC(=O)c3ccccc3[N+](=O)[O-])cc2N1
  i, -12%, 1%, -9%, -4%, 1%, -23%, 21%, -1%
21: Cc1ccc(N2C(=O)CC(N3CCN/C3=C3\CC/C(=C\c4ccccc4)C3=O)C2=O)cc1 (configuration not stated)
  i, 14%, -13%, 11%, 5%, -1%, -52%[inhibitor], -16%, -7%
22: COc1ccc(NC(=O)C2Cc3c(-c4cccc(C(N)=O)c4)ccnc3O2)cc1OC (configuration not stated)
  i, 11%, 0%, -15%, 0%, 26%, -55%[inhibitor], -10%, ·
23: Cc1nn(Cc2ccccc2)c2c1C(c1cccnc1)C(C#N)=C(N)O2 (configuration not stated)
  i, -16%, -3%, 1%, 3%, -1%, -3%[57.5 µM], -3%, 0%
24: CCOc1ccccc1NC(=O)Nc1cc2c(cc1N1CCCCC1)n(CC)c(=O)n2CC
  ·, 0%, ·, 1%, 1%, 5%, -46%[inhibitor], 1%, ·
25: CCOC(=O)c1c(NC(=O)COC(=O)CCOc2ccccc2C)sc(C(=O)NC)c1C
  i, ?, 6%, 22%, -12%, 15%, -14%, -5%, -9%
26: CCc1ccc(-n2c(=O)c3sc4ccccc4c3n(CC(=O)NC3CCCCC3)c2=O)cc1
  ·, 13%, ·, 6%, -10%, 11%, i, -35%, ·
27: O=C(CN1CCOCC1)Nc1ccc2c(c1)OC(F)(F)O2
  i, 20%, 2%, -6%, -4%, -1%, i, 18%, 1%
28: CCOC(=O)c1ccc(NC(=O)CSc2nnc(CNC(=O)c3c(F)cccc3Cl)o2)cc1
  i, 3%, 2%, 10%, -17%, ?, -5%[57.5 µM], 11%, ·
29: CC(C)(C)C(=O)Nc1ccc(Sc2ccc([N+](=O)[O-])cc2)cc1
  i, -21%, 1%, 13%, ?, ?, -17%, ·, 1%
30: Cn1nnnc1SCCCNCc1ccc(-c2cccc(Cl)c2)o1
  ·, 9%, ·, -11%, -19%, 11%, 1%, -1%, ·
31: N=c1occ(C(=O)c2cc(F)ccc2O)cc1C(=O)NC1CCCCC1
  i, -6%, 4%, 7%, -13%, ?, -17%, 3%, 0%
32: Cc1cc(OCC(=O)NCc2ccncc2)ccc1Cl
  i, -10%, 0%, -2%, 9%, 8%, -15%, 0%, -2%
33: O=C(Nc1nnc(-c2ccc(F)cc2)o1)c1ccco1
  i, 13%, 7%, 2%, 5%, 0%, -20%, -10%, 2%
34: CCCNC(=O)c1cnn(-c2ccc(C)c(C)c2)c1C1CCN(C(=O)OC(C)(C)C)CC1
  ·, 30%, ·, 10%, 1%, 5%, i, 31%, ·
35: COCCN(C(=O)CSc1nnc(C)n1-c1ccc(C)cc1)c1c(N)n(Cc2ccccc2)c(=O)[nH]c1=O
  i, 10%, -10%, 6%, -5%, 11%, i, -9%, -2%
36: Cc1cc(/C=N/Nc2ccc([N+](=O)[O-])cn2)c(C)n1-c1ccccc1
  i, 29%, 0%, -8%, 6%, 0%, -14%, ·, ?
37: CCc1ccc(NCc2cc3cc4c(cc3n(CC(=O)Nc3ccc(Cl)cc3)c2=O)OCO4)cc1
  ·, 11%, 4%, -34%[inhibitor], 5%, 4%, -24%, 10%, ·
38: O=C(Nc1ccc(-c2nnc(-c3ccco3)o2)cc1)C(c1ccccc1)c1ccccc1
  ·, -3%, 2%, 16%, -17%, ?, i, 2%, 3%
39: Cc1ccc(NC(=O)CSc2nc3c(c(=O)[nH]2)CCCC3)cc1C
  i, -10%, -1%, -14%, 1%, 5%, i, -1%, 1%
40: CC1=C/C(=N\Nc2ccccc2[N+](=O)[O-])CC(C)(C)C1
  i, -15%[0.397 µM], -10%, -12%, -7%, ?, i, 10%, 2%
41: Cc1cccc(NS(=O)(=O)c2cccc(C(=O)NCC(c3ccco3)N(C)C)c2)c1 (configuration not stated)
  i, 0%, 4%, 1%, 23%, -24%, i, 3%, 2%
42: c1ccc(-c2ccc(CN3CCSCC3)cc2)cc1
  i, -7%, -1%, -4%, 9%, ?, -6%, -6%, -1%
43: Cc1onc(-c2ccccc2)c1C(=O)Nc1ccc2c(C)cc(=O)oc2c1
  i, 4%, -2%, 9%, -1%, -9%, i, 16%, -5%
44: O=C(O)CCCn1cc(NC(=O)c2ccco2)cn1
  i, -29%, 2%, 5%, -2%, -11%, i, -1%, -1%
45: O=S(=O)(c1cccc(-c2nnc(SCc3ccc(Cl)cc3)o2)c1)N1CCCCC1
  i, -10%, -4%, 1%, -6%, 14%, -8%[57.5 µM], -3%, 2%
46: CN(CC(=O)Nc1ccc(S(N)(=O)=O)cc1)c1ccccc1
  i, -8%, 2%, 6%, 17%, 14%, -10%, 13%, 0%
47: Cc1nc(N)c(C#N)c(-c2cccnc2)c1C
  i, 9%, 5%, -22%, 17%, -25%, -6%, 9%, -9%
48: COc1ccc(/C=C/C(=O)OCC(=O)NC2CCCC(C)C2C)c(OC)c1 (configuration not stated)
  i, 21%, 5%, -2%, 18%, 0%, -21%, 1%, 0%
49: CCOc1ccc(CN(CCC#N)C(=S)NC(=O)c2ccccc2)cc1
  i, 2%, -1%, 9%, ?, ?, -12%, 7%, 0%
50: O=C(CCc1nc2ccccc2c(=O)[nH]1)Nc1nnc(SCc2ccccc2)s1
  i, 25%, 0%, 1%, 9%, -7%, -8%, 18%, -1%

Screening results deposited in PubChem BioAssay by National Center for Advancing Translational Sciences (NCATS).

A portion of the library; the hit share may differ from the screen's.
